Source: PubChem (Sanford-Burnham Center for Chemical Genomics)
SENP7 inh = blocks the human protease SENP7. recombinant SENP7, Z-RLRGG-aminoluciferin luminescence, 40 min. inhibition, % at 5 µM. 1.5% of 330,000 active;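 active = inhibition above about 50% at the single test dose, limit read from the data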;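 also: plate controls were DMSO with enzyme for no effect and no enzyme buffer wells for full effect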
Target sequence (Q9BQF6 706-1050 limits assumed): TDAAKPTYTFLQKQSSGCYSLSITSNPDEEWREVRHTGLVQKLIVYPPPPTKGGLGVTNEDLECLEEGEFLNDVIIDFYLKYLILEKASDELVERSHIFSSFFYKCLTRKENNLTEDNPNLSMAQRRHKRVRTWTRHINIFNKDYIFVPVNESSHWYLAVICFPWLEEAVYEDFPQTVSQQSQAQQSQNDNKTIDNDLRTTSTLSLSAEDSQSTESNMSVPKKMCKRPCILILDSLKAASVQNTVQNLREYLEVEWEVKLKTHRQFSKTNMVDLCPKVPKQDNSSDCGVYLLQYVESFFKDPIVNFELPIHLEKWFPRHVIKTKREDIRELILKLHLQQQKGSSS
HKDC1 inh = inhibitors of human hexokinase HKDC1; Q2TB90; recombinant HKDC1, G6PDH/diaphorase resazurin coupled fluorescence; inhibition, % at 20 µM; 0.16% of 340,000 active; AID 493160;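 active = inhibition above about 35% when tested at 20 µM, limit read from the data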;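 also: plate controls were DMSO wells with enzyme for no effect and DMSO wells lacking enzyme for full effect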
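Assay system – recombinant HKDC1 (HK5) hexokinase enzyme, produced in-house · Input – HKDC1 at 5 µg/mL · Reagent – glucose plus 1 mM ATP as hexokinase substrates · Timing – 90 min reaction incubation at room temperature, dark · Measured by – G6PDH/diaphorase-coupled fluorescence, 1 mM NADP, 100 µM resazurin, 525/613 nm · Benchmarks – DMSO-enzyme wells negative, buffer-substituted wells positive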
SENP1 inh = SENP1 (human) catalytic domain inhibition; Q9P0U3; recombinant SENP1 catalytic domain, CyPet-SUMO1-YPet FRET cleavage; inhibition, % at 10 µM; 0.21% of 360,000 active;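 active = inhibition at least 30% at 10 µM, raw YFP signal under a set limit, fluorescence ratio 0.5 to 1.5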;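 also: 0% = enzyme with DMSO and 100% = no enzyme wells; some results filed as inactive read as strong as hits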
Target sequence (Q9P0U3 419-644 limits assumed): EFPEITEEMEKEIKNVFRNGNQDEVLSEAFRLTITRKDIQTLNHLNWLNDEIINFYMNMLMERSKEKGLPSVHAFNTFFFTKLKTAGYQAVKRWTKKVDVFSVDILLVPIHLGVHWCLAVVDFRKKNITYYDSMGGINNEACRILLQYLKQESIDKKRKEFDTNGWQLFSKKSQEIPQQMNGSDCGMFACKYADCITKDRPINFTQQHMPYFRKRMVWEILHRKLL
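Test system: recombinant human SENP1 catalytic domain, His6-tagged / Medium: pH 8 Tris buffer with EDTA, NaCl, BME, BSA, NP40, catalase / Also added: SUMO1 FRET substrate flanked by Cypet and Ypet, 25 nM / Times: 50 min reaction at room temperature / Signal: FRET, CFP and YFP emission / Control set: no-enzyme low control and enzyme-plus-DMSO high control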
PfG6PD inh = PfG6PD (Plasmodium falciparum) enzyme inhibition. AID 504690. inhibition, % at 20 µM. PfGluPho enzyme, NADPH resazurin-diaphorase fluorescence. 0.78% of 350,000 active;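 active = inhibition reaching at least a set limit at 20 µM in the primary screen, cut at about 59% in these data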;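 also: 0% = DMSO wells with substrate and 100% = DMSO wells lacking glucose-6-phosphate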
Apaf-1 inh = blocks human Apaf-1 apoptosome activity | reconstituted apoptosome caspase-3 activity, DEVD-Rh110 fluorescence | inhibition, % at 20 µM | O14727 | AID 489030 | 0.71% of 330,000 active; active = inhibition of at least 40% at 20 µM;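 also: plate controls were DMSO wells for no effect and DEVD-CHO caspase inhibitor wells for full effect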
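Assay system: Apoptosome proteins | Medium: pH 7.5 Hepes buffer with CHAPS, BSA, DTT | Also added: Cytochrome c and DEVD-Rh110 substrate | Times: 30 min plus 50 min, RT | Detection: Rhodamine 110 fluorescence at Ex 480/Em 540 nm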
SENP8 block-1 = blocks human SENP8 cleavage of Nedd8 substrate | Q96LD8 | recombinant SENP8, Nedd8 substrate fluorescence | inhibition, % at 20 µM | 0.64% of 360,000 active | AID 602440; in the data active = inhibition mostly above about 40%, no sharp cut-off; inactive = mostly below about 27%
Target sequence (Q96LD8 whole entry, looked up): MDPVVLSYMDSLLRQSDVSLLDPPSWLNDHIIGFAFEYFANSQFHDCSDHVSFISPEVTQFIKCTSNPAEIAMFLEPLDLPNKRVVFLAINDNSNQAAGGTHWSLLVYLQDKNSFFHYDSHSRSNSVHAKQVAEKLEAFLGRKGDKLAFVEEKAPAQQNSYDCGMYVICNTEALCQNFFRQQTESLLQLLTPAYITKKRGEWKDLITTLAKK
SENP6 inh = blocks the human protease SENP6; Q9GZR1; Recombinant SENP6 catalytic domain, aminoluciferin luminescence; inhibition, % at 10 µM; 1.8% of 330,000 active; AID 2599;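 active = inhibition above about 50% at the single tested dose, limit read from the data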;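 also: plate controls were DMSO wells with enzyme for no effect and DMSO wells lacking enzyme for full effect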
SENP8 block-2 = blocks the human protease SENP8; Q96LD8; purified SENP8, Z-RLRGG-aminoluciferin cleavage, luminescence; inhibition, % at 10 µM; 1.2% of 330,000 active; AID 2540; in the data active = inhibition above about 50%
Active calls of the source: *; / = no result given. This is a random part of the collection, and some 3.6% of all compounds hit somewhere here.

Order of values – SENP7 inh	HKDC1 inh	SENP1 inh	PfG6PD inh	Apaf-1 inh	SENP8 block-1	SENP6 inh	SENP8 block-2
> O=c1c2[nH]c3ccccc3c2ncn1CCN1CCOCC1
→ -2	-3	1	-2	1	5	3	-9
> CCCN(C(=O)c1cn(-c2ccccc2)nc1-c1ccc(OC)cc1)C1CCS(=O)(=O)C1 (stereo not drawn)
→ 12	-5	1	1	26	-3	-16	-3
> CC(C)CNC(=O)CSc1ccc(S(=O)(=O)N2CCN(C)CC2)cn1
→ -2	-8	1	3	-13	-4	-3	4
> CC1CC(C)CN(S(=O)(=O)N2CCCC(C(=O)NCCc3ccccc3)C2)C1 (stereo not drawn)
→ 4	2	2	7	11	2	1	0
> CCOc1ccccc1C(=O)NCC(=O)N(C)Cc1ccccc1C
→ -6	-3	0	-2	4	14	7	-7
> Cc1ccc2c(c1)C1CN(C)CCC1N2C(=O)COc1ccc(N(C)C(=O)C(C)(C)C)cc1 (stereo not drawn)
→ -3	2	-1	-6	-4	8	-1	4
> Cc1ccc(S(=O)(=O)N2CCN(C(=O)CC(C)(C)C)CC2)cc1
→ 3	-7	3	2	-4	0	-3	3
> Cc1ccc(NC(=O)c2ccc(=O)[nH]c2)cc1S(=O)(=O)N1CCCCCC1
→ -9	-5	2	7	4	-9	-20	-9
> CCC(OC(=O)CNS(=O)(=O)c1ccccc1)C(=O)c1ccccc1 (stereo not drawn)
→ 0	-4	-4	-1	5	9	-6	-2
> COc1ccc(C(=O)N2CCC3(CC2)NCCc2[nH]cnc23)cc1
→ -23	0	3	-8	-4	9	-18	-8
> CCOc1ccc(-n2c(C)c(C(=O)OC)c3cc(O)ccc32)cc1
→ 1	10	3	9	-11	-7	0	-5
> O=C(NCC(c1cccnc1)N1CCN(c2ccccc2F)CC1)c1ccco1 (stereo not drawn)
→ 6	-5	-2	-1	12	19	-26	-13
> CCOc1cccc2sc(=NC(=O)CCS(=O)(=O)c3ccc(F)cc3)n(C)c12
→ -11	2	-6	10	23	-91	-23	-11
> COc1ccc(C(=O)NCc2cccnc2)cc1C(=O)NCc1cccnc1
→ 0	-8	2	2	0	-1	-10	-3
> CCCOc1ccc(-c2nnn(CC(=O)N3CCCCC3)n2)cc1
→ -6	14	2	-5	-5	29	6	-10

Next part.
Order of values – SENP7 inh	HKDC1 inh	SENP1 inh	PfG6PD inh	Apaf-1 inh	SENP8 block-1	SENP6 inh	SENP8 block-2
> COC(=O)[C@]1(Cc2ccccc2)N[C@H](CN(C)C(=O)c2ccccc2)[C@@H]2C(=O)N(C)C(=O)[C@@H]21
→ -14	0	1	-14	-3	2	-26	-3
> Clc1ccc(CNc2nc(N3CCOCC3)nc(N3CCOCC3)n2)cc1
→ 2	9	0	4	4	15	-11	-5
> C=CCc1cccc(/C=N/NC(=O)CNc2ccccc2OC)c1O
→ 5	-7	1	-8	24	2	-6	1
> CCOC(=O)C1=NN(C(=O)c2ccc(C)cc2)C(O)(c2ccc(Cl)cc2)C1 (stereo not drawn)
→ -1	-5	31*	-14	5	20	-1	5
> Cc1cc(=O)oc2cc(OCC(=O)Nc3ccc(N4CCC(C)CC4)cc3)ccc12
→ -3	0	2	-15	11	-6	3	3
> Cc1ccc2nc(Nc3ccc(Cl)cc3)c3nncn3c2c1
→ -4	0	-42	16	18	-246	13	2
> CCOc1ccc(N2CC(C(=O)NCCc3c[nH]c4ccc(OC)cc34)CC2=O)cc1 (stereo not drawn)
→ 1	-3	-2	4	-5	-8	12	-6
> O=C(NC(=S)N(Cc1ccccc1)Cc1ccccc1)C1CCCCC1
→ 1	-2	2	-20	10	22	4	2
> O=C(CC(c1ccccc1)c1ccccc1)Nc1ccc(Cl)cn1
→ -1	2	1	12	27	20	-22	-10
> CC(=O)Oc1ccc(/C=C(\NC(=O)c2cccc(Br)c2)C(=O)Nc2ccc(C(=O)O)cc2)cc1
→ -2	-6	1	7	4	6	-20	-6
> O=C(O)/C(=C/c1ccco1)NC(=O)c1ccc(Br)o1
→ -5	-3	2	4	-13	15	0	-8
> COc1cccc(N2CC(NS(=O)(=O)c3ccc4ccccc4c3)CC2=O)c1 (stereo not drawn)
→ 5	1	0	19	19	1	-9	-7
> COc1ccc(NC(=O)CN2C(=O)NC(C)(C3CC3)C2=O)c(OC)c1 (stereo not drawn)
→ 4	-4	1	5	-11	10	1	6
> O=C(CCn1c(=S)[nH]c2ccccc2c1=O)NCC1CCCO1 (stereo not drawn)
→ -4	0	1	2	-17	15	-2	-2
> COc1ccc(/C=N/NC(=O)c2ccc(Cn3cc([N+](=O)[O-])cn3)o2)cc1O
→ -3	2	1	-5	3	-38	-12	-3

Quoted from the listing:
In Apaf-1 inh, `O=C(CCn1c(=S)[nH]c2ccccc2c1=O)NCC1CCCO1` (stereo not drawn) is entered as -17
In PfG6PD inh, `CC(=O)Oc1ccc(/C=C(\NC(=O)c2cccc(Br)c2)C(=O)Nc2ccc(C(=O)O)cc2)cc1` is entered as 7
In PfG6PD inh, `CCOc1ccc(N2CC(C(=O)NCCc3c[nH]c4ccc(OC)cc34)CC2=O)cc1` (stereo not drawn) is entered as 4
In SENP8 block-1, `COc1ccc(NC(=O)CN2C(=O)NC(C)(C3CC3)C2=O)c(OC)c1` (stereo not drawn) is entered as 10
In SENP7 inh, `C=CCc1cccc(/C=N/NC(=O)CNc2ccccc2OC)c1O` is entered as 5
In SENP6 inh, `COc1cccc(N2CC(NS(=O)(=O)c3ccc4ccccc4c3)CC2=O)c1` (stereo not drawn) is entered as -9
In SENP8 block-2, `O=C(CC(c1ccccc1)c1ccccc1)Nc1ccc(Cl)cn1` is entered as -10

Additional compounds.
Order of values – SENP7 inh	HKDC1 inh	SENP1 inh	PfG6PD inh	Apaf-1 inh	SENP8 block-1	SENP6 inh	SENP8 block-2
> FC(F)(F)c1ccc(CSc2ccccn2)cc1
→ -5	-9	0	5	-18	14	-8	-13
> COc1cc(C(=O)OCC(=O)NCCC2=CCCCC2)ccc1OCC(C)C
→ 0	-3	-4	7	11	13	-9	-1
> CN(C(=O)CSc1ncnc2sccc12)c1c(N)n(Cc2ccccc2)c(=O)[nH]c1=O
→ -3	-6	-4	8	-13	11	-8	1
> Cc1nnc(Nc2ccc(C(=O)O)cc2)[nH]c1=O
→ 7	-1	3	17	-13	10	5	5
> CCOC(=O)C1=C(CS(=O)(=O)c2ccc(F)cc2)NC(=O)NC1c1cc(OC)c(O)c(OC)c1 (stereo not drawn)
→ 2	2	0	12	-5	12	3	8
> CN(C(=O)COC(=O)CNC(=O)c1ccccc1F)C1CCCCC1
→ 0	-8	0	6	-2	5	-11	-2
> O=C(Nc1ccc(S(=O)(=O)N2CCCC2)cc1)c1cccc(OC(F)F)c1
→ -1	5	1	2	10	-2	-2	0
> COc1ccc([N+](=O)[O-])cc1N(CC(=O)Nc1ccccc1C(=O)NC(C)C)S(C)(=O)=O
→ -2	-10	-1	-13	-5	14	-20	-3
> O=C(NNC(=O)c1ccccc1Br)c1ccccc1Cl
→ 6	-3	2	-8	-2	8	-12	-4
> COCCN(C(=O)COC(=O)c1cc2c(s1)CCCC2)c1c(N)n(Cc2ccccc2)c(=O)[nH]c1=O
→ 2	3	-7	15	10	-24	-1	-1
> CC1=CCC2C(=O)N(c3ccc(C(=O)Nc4ccccc4Cl)cc3)C(=O)C2C1 (stereo not drawn)
→ 2	-3	2	10	6	14	-3	5
> CCC(=O)NC(=S)Nc1ccc(N2CCOCC2)cc1
→ 3	-4	1	-15	-10	13	8	5
> O=C(Nc1cccnc1)c1cccc(NC(=O)c2ccco2)c1
→ 4	0	-3	-6	-10	23	5	6
> N#Cc1cnn2c(-c3cccc(C(F)(F)F)c3)ccnc12
→ -2	3	-3	19	-18	-442	-14	-2
> Cc1ccccc1NN=Nc1nc2c([nH]1)c(=O)n(C)c(=O)n2C
→ /	-8	3	14	/	-32	/	/

(further entries)
Order of values – SENP7 inh	HKDC1 inh	SENP1 inh	PfG6PD inh	Apaf-1 inh	SENP8 block-1	SENP6 inh	SENP8 block-2
> CCn1ccc(C(=O)Nc2ccccc2Cl)n1
→ 50*	-10	3	9	-3	18	53*	15
> CCOC(=O)C1CCN(S(=O)(=O)CCNC(=O)c2cccc(OC)c2)CC1
→ 3	-5	3	3	11	-29	-10	2
> O=C(NCCc1ccccn1)c1cc(-c2ccc(Cl)c(Cl)c2Cl)nc2ccccc12
→ 0	1	2	18	18	13	-4	-5
> Cc1ccc(N=C2NC(=O)/C(=C/c3cn(C)c4ccccc34)S2)cc1C
→ /	0	-28	9	/	-38	/	/
> COc1ccc(S(=O)(=O)N2CCCC2CNC(=O)C(=O)NCc2ccco2)cc1 (stereo not drawn)
→ -7	-8	-2	-14	3	10	2	18
> CN(Cc1ccccc1)C(=O)c1ccc(NC(=O)Cc2ccc(NC(=O)C3CCCN(C(=O)C4CCCCC4)C3)cc2)cc1 (stereo not drawn)
→ /	0	1	-25	/	3	/	/
> CCN(CC)C(=O)[C@H]1C[C@H](CC(=O)NCc2ccc(OC)c(OC)c2)C(=O)N2CCc3c([nH]c4cc(CCC(=O)N(C)C)ccc34)[C@]12C
→ 13	17	-1	-7	10	7	/	/
> CCC(C)N(C(=O)COc1ccc(-c2nnco2)cc1)C1CCS(=O)(=O)C1 (stereo not drawn)
→ 4	0	0	9	3	5	-14	1
> COC(=O)C1CCN(C(c2cc(OC)c(OC)c(OC)c2)c2sc3nc(C)nn3c2O)CC1 (stereo not drawn)
→ -6	4	4	-16	12	24	-6	-4
> CN(CC(=O)Nc1c(Cl)cccc1Cl)C(=O)CNC(=O)c1ccco1
→ -9	-3	0	-5	-2	6	-6	-10
> CCOC(=O)c1cnc(SCC(=O)c2ccc(C)cc2)nc1N
→ -3	-5	3	-18	-8	13	12	2
> CCCCC1CCC(C(=O)OCC(=O)Nc2ccc(S(N)(=O)=O)cc2)CC1 (stereo not drawn)
→ 5	12	2	8	3	5	-7	0
> CNC[C@@H]1Oc2ccc(NC(=O)Nc3ccccc3)cc2C(=O)N([C@@H](C)CO)C[C@H]1C
→ 3	-10	-1	-5	12	18	11	0
> COc1cccc(NC(=O)CSc2nnc(-c3ccoc3C)n2-c2ccccc2)c1
→ 2	-1	/	-7	18	/	-14	-3
> C=CCSC1=Nc2sccc2C2=NC(=O)CN12
→ 0	-4	-25	-11	-3	-43	-15	1
> COC(=O)CSc1ncnc2c1cnn2-c1ccc(C)cc1C
→ -2	-5	1	-4	-4	12	18	7

Exported field by field: three of the compounds above.
SMILES: CN(Cc1ccccc1)C(=O)c1ccc(NC(=O)Cc2ccc(NC(=O)C3CCCN(C(=O)C4CCCCC4)C3)cc2)cc1 (stereo not drawn)
  SENP7 inh: /
  HKDC1 inh: 0
  SENP1 inh: 1
  PfG6PD inh: -25
  Apaf-1 inh: /
  SENP8 block-1: 3
  SENP6 inh: /
  SENP8 block-2: /
SMILES: CCN(CC)C(=O)[C@H]1C[C@H](CC(=O)NCc2ccc(OC)c(OC)c2)C(=O)N2CCc3c([nH]c4cc(CCC(=O)N(C)C)ccc34)[C@]12C
  SENP7 inh: 13
  HKDC1 inh: 17
  SENP1 inh: -1
  PfG6PD inh: -7
  Apaf-1 inh: 10
  SENP8 block-1: 7
  SENP6 inh: /
  SENP8 block-2: /
SMILES: CCC(C)N(C(=O)COc1ccc(-c2nnco2)cc1)C1CCS(=O)(=O)C1 (stereo not drawn)
  SENP7 inh: 4
  HKDC1 inh: 0
  SENP1 inh: 0
  PfG6PD inh: 9
  Apaf-1 inh: 3
  SENP8 block-1: 5
  SENP6 inh: -14
  SENP8 block-2: 1
